# TrxR1 substrate = qHTS Assay for Substrates of Mammalian Selenoprotein Thioredoxin Reductase 1 (TrxR1): qHTS; Thioredoxin reductase 1, cytoplasmic (Rattus norvegicus), O89049; purified TrxR1 substrate turnover, NADPH consumption readout; Potency, µM (top dose mostly 114 µM), for the others: at the top dose activity change, negative = substrate turnover; 390,000 tested, 0.01% active; AID 588456, 2011; further: potency means the concentration at half of the fitted maximal effect; on the % scale 0 is the no-effect control and ±100 the full control effect; nearly all actives have a fitted effect of over 50% in size
#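 Rat TrxR1, dispensed at 90 nM, was prereduced with 400 uM NADPH (final) for 5 min at ~22 deg C, then incubated with compound 15 min before 400 uM selenite. A first-read NADPH fluorescence drop versus no-compound background flagged substrates.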
# TrxR1 inh = qHTS Assay for Inhibitors of Mammalian Selenoprotein Thioredoxin Reductase 1 (TrxR1): qHTS | Thioredoxin reductase 1, cytoplasmic (Rattus norvegicus), O89049 | recombinant rTrxR1, NADPH fluorescence consumption, selenite substrate | Potency, µM (doses to about 114 µM), inactives show at the top dose activity change, negative = inhibition, hits mostly inhibitors | 390,000 tested, 1% active; further: potency means the concentration at half of the fitted maximal effect; on the % scale 0 is the no-effect control and ±100 the full control effect; nearly all actives have a fitted effect of over 65% in size
#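 Rat TrxR1 (90 nM in the dispensed reagent) was pre-reduced with 400 uM NADPH for 5 min at room temperature, then incubated with compound for 15 min. After 400 uM selenite was added, NADPH fluorescence (Ex 340/Em 450 nm) was followed for 8 min.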
# TRHR ag = qHTS for Small Molecule Agonists and Allosteric Enhancers of Human TRH Receptor: Primary Screen for Agonists; Thyrotropin-releasing hormone receptor (Homo sapiens), P34981; TRHR cells, calcium flux fluo-8, FDSS agonist mode; activation, % at 2 µM; 360,000 tested, 0.18% active; in the data active means activation above about 30%; further: 0% is about no effect
#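 TRHR-expressing cells, plated overnight in medium with 10% serum, were loaded with fluo-8 calcium dye at room temperature. After a 10 s baseline, library compound was pin-added and calcium release was recorded kinetically (ex 480/em 530) as agonist response.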
# mIDH1 inhibitor = qHTS for Inhibitors of mutant isocitrate dehydrogenase 1 (IDH1): qHTS | Isocitrate dehydrogenase [NADP] cytoplasmic (Homo sapiens), O75874 | IDH1-R132H enzyme, NADPH consumption, diaphorase/resazurin fluorescence | Potency, µM (series often up to 76.6 µM), inactives show at the top dose activity change, negative = inhibition, usual class: inhibitors | 390,000 tested, 0.093% active | AID 602179, 2012; further: potency means the concentration at half of the fitted maximal effect; on the % scale 0 is the no-effect control and ±100 the full control effect; nearly all actives have a fitted effect of over 65% in size
# Target sequence (O75874 whole entry R132H, stated change not applied): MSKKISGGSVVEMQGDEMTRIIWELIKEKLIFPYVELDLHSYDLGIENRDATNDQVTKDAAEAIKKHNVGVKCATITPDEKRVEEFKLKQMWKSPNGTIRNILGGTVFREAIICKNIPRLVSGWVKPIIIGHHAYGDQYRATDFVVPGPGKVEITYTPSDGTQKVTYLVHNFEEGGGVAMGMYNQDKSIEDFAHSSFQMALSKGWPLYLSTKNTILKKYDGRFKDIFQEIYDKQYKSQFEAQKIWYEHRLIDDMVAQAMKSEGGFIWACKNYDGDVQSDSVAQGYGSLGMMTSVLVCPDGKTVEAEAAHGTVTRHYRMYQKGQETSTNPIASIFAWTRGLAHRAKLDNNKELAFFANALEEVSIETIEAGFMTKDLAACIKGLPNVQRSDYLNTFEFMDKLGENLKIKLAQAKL
#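 IDH1-R132H (0.5 ug/mL dispensed) in pH 7.5 Tris buffer was preincubated 30 min with compound, then given a substrate mix of 0.016 mM NADPH and 2 mM alpha-KG for 80 min at room temperature; remaining NADPH was read by diaphorase/resazurin fluorescence.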
# TRHR enhancer = qHTS for Small Molecule Agonists and Allosteric Enhancers of Human TRH Receptor: Primary Screen for Enhancers; Thyrotropin-releasing hormone receptor (Homo sapiens), P34981; TRHR cells, fluo-8 calcium fluorescence, EC20 TRH enhancement; enhancement, % at 2 µM; 360,000 tested, 0.66% active; in the data active means enhancement above about 30%; further: 0% is about no effect
#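 TRHR-expressing cells loaded with fluo-8 calcium dye were read kinetically (ex 480/em 530) during compound addition, then stimulated with an EC20 of TRH (10 nM final). Enhancement of the Gq-mediated intracellular calcium response was scored.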
# D2 ag = HTS Assay for Allosteric Agonists of the Human D2 Dopamine Receptor: Primary Screen for Agonists. D(2) dopamine receptor (Homo sapiens), P14416. HEK293 T-REx D2 cells, calcium flux agonist mode. activation, % at 2 µM. 340,000 tested, 0.53% active. AID 485358, 2010;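 active means activation over 3 SD above normal in the single-dose calcium agonist read, cut at about 30% in these data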; further: 0% is about no effect
#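 HEK293 Trex D2 cells, tetracycline-induced, o/n 30 C 5% CO2; no-wash Ca dye, RT 30–90 min; 10-cycle baseline, 23 nl cpd added, kinetic Ca read 180 s; agonist hits = positive Ca response.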
# USP1 inh = Inhibitors of USP1/UAF1: Primary Screen; AID 743255, 2014; Potency, µM (titrated, usually from 57.1 µM), inactives show at the top dose activity change, negative = inhibition, hits mostly inhibitors; recombinant USP1/UAF1, Ub-Rhodamine cleavage fluorescence; 390,000 tested, 0.23% active; further: potency means the concentration at half of the fitted maximal effect; on the % scale 0 is the no-effect control and ±100 the full control effect; nearly all actives have a fitted effect of over 60% in size; inactives centre near -12
#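 1 nM enzyme complex + cpd, 15 min RT; start with Ub-Rho 150nM final; kinetic fluorescence ex 480/em 540, 6 reads q60 s. Buffer 50mM HEPES pH 7.8, 0.5mM EDTA, 0.1 mg/ml BSA, 1mM TCEP, 0.01% Tween-20.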
# D2 antagonist = HTS Assay for Allosteric Antagonists of the Human D2 Dopamine Receptor: Primary Screen for Antagonists; 340,000 tested, 2% active; AID 485344, 2010; D(2) dopamine receptor (Homo sapiens), P14416; inhibition, % at 10 µM; HEK293 TREx D2 cells, calcium flux, dopamine EC80; in the data active means inhibition above about 30%; further: 0% is about no effect
#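 Read-out: kinetic calcium fluorescence (1 cycle/s) in inducible HEK293 T-REx D2 cells after an EC80 dopamine addition that followed 180 s compound preincubation. Loss of the dopamine response indicates antagonism.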
# PI4K2A block = qHTS for small molecular inhibitors of PI4K2A | Phosphatidylinositol 4-kinase type 2-alpha (Homo sapiens), Q9BTU6 | purified PI4K2A, ADP-Glo luminescence, 1 h; stronger effect = lower value | activity change, negative = inhibition, % at 76.9 µM | 420,000 tested, 0.13% active; in the data active means activity change below about -50%; inconclusive means mostly about -30% to -49%;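 further: -100% = wells without enzyme as full effect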
# Target sequence (Q9BTU6 whole entry, looked up): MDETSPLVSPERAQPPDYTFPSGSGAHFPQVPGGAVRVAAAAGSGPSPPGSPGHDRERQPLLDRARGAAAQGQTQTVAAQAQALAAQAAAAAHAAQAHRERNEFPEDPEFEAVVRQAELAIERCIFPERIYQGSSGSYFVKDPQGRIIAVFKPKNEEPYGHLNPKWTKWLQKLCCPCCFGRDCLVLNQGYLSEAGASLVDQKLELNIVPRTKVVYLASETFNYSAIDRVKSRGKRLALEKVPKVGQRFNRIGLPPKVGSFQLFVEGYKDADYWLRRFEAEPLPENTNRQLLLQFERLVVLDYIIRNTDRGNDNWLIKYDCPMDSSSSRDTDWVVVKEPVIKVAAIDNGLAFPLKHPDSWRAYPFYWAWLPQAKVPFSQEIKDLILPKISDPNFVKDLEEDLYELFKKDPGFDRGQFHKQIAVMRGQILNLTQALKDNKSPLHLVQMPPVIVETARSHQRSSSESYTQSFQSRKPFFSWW
#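 In this quantitative HTS, ADP production by PI4K2A was quantified luminescently after 1 h at ambient temperature; 100 microM adenosine served as plate-quality control.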
# * hit, by the source's call; ? = inconclusive; · = no result given; & = joins results of further samples; [ ] = another dose, or the depositor's remark. Unless noted, the call rests on the fitted dose curve; in most records, active means well fitted inhibition curve with a large enough effect; inconclusive means small, poorly fitted or top-dose-only effect; inactive means no such curve, though single readings can be large or run the other way.
Molecule | TrxR1 substrate | TrxR1 inh | TRHR ag | mIDH1 inhibitor | TRHR enhancer | D2 ag | USP1 inh | D2 antagonist | PI4K2A block
O=C(c1ccc2c3c(cccc13)CC2)C1CCCN(C(=O)c2ccc[n+]([O-])c2)C1 (stereo unspecified) | 40.0%[activator] | 17.5% | -0.4 | -3.9% | -1.3 | 0.0 | -24.7% | 21.9 | -4.8
CCOC(=O)c1c(NC(=O)c2ccc(S(=O)(=O)N(C)C3CCCCC3)cc2)sc2c1CCN(C(C)C)C2 | -1.8%[57.1 µM] | 22.7%[57.1 µM] | 31.5* | -2.3% | 0.3 | 0.6 | 68.2%[activator] | · | 6.1
O=C(CSc1nnc2c(n1)[nH]c1ccccc12)Nc1ccc(S(=O)(=O)Nc2ncccn2)cc1 | -1.7% | 16.0% | 0.5 | 9.2% | -4.8 | -1.2 | -23.4% | 0.1 | -11.8
COc1ccc2c(c1)cc1n2CCN2CCCN=C12 | 21.0% | 1.6% | 0.8 | 2.2% | -2.8 | 1.3 | -8.5% | 12.1 | -6.2
COc1ccc(S(=O)(=O)Nc2cccc3c2O[C@@H](CN(C)CC2CC2)[C@@H](C)CN([C@@H](C)CO)C3=O)cc1 | -9.3% | -14.8% | · | -6.6% | · | · | 16.3% | · | -4.5
c1ccc(-n2cc(CNCCc3cscn3)c(-c3ccc4c(c3)OCO4)n2)cc1 | 4.4%[57.1 µM] | 1.8%[57.1 µM] | 0.1 | 2.0% | 4.5 | 0.5 | -6.7% | 14.0 | 6.1
Cc1cnc(C(=O)OCC(=O)Nc2sc3c(c2C(N)=O)CCCC3)cn1 | 4.2% | 11.0% | -0.2 | -0.8% | 5.1 | 0.2 | -14.9% | 5.5 | -4.0
Cc1cc(C)n(-c2ccc(N3CCOCC3)nn2)n1 | -7.0% | 0.4% | -2.0 | 9.9% | 6.1 | -0.1 | -10.3% | -2.2 | -9.8
CN=C1S/C(=C\c2ccc(N3CCOCC3)c(F)c2)C(=O)N1C | -10.5% | -13.1% | -0.4 | -4.5% | 3.2 | -0.2 | 4.4% | -6.5 | -8.0
CC(=O)c1ccccc1Oc1nc(CN2CCOCC2)nc2scc(-c3cccs3)c12 | 1.9% | -20.5% | -1.5 | 0.6% | 7.0 | 0.8 | -10.7% | -27.0 | 2.0
Cc1cc(NC(=O)Cn2c(=O)nc(-c3ccccc3F)c3cc(Cl)ccc32)ccc1Br | -4.2% | 9.6% | -2.1 | 7.4% | 4.3 | -0.6 | -3.3% | · | -7.9
CNC(=O)c1c[nH]n2c(=O)c(Cc3ccccc3F)c(C)nc12 | 22.1% | 33.1% | -1.1 | 4.2% | -3.6 | -1.5 | 5.6% | -2.5 | 8.1
COc1cc(OC)c(NC(=O)CCc2c(C)nc3cc(-c4ccccc4OC)nn3c2C)cc1Cl | 39.5%[activator] | 88.2%[activator] | 0.6 | 9.0% | -1.9 | 1.0 | -6.2% | · | 3.1
CCOC(=O)N1CCN(c2nc(-c3ccccc3)c3ccccc3n2)CC1 | 9.6% | 22.8% | -0.5 | -6.6% | 10.1 | -0.6 | -23.1% | 0.1 | 4.5
Cc1ccc(-c2cnco2)cc1 | -2.9% | 25.3% | -0.4 | 10.5% | -0.8 | -0.1 | -17.1% | -12.6 | 4.0
COc1ccccc1OCCSc1nc2ccccc2n1CC(=O)N1CCOCC1 | -10.4% | -6.6% | -0.4 | -0.3% | 4.7 | -1.5 | 2.4% | · | 4.0
Cc1oc(-c2ccccc2F)nc1CS(=O)(=O)CC(=O)N1CCN(Cc2ccccc2)CC1 | 0.2%[57.1 µM] | 17.7%[57.1 µM] | -0.7 | -9.2% | 0.3 | -1.3 | -10.2% | 6.1 | -2.1
O=C(NCCOC(=O)c1c(F)cccc1Cl)c1c(F)cccc1Cl | 1.4% | 18.4% | 0.1 | -9.2% | 3.0 | -1.1 | -23.8% | 3.4 | 1.7
O=C(CN1CCN(S(=O)(=O)c2ccccc2[N+](=O)[O-])CC1)Nc1ccc(N2CCOCC2)cc1 | 7.4% | 26.8% | 0.2 | -6.8% | 6.6 | -0.1 | -20.6% | -2.3 | -0.8
COc1ccc(C(=O)OCC#CCSc2nnc(-c3cccc4ccccc34)o2)cc1 | 69.0%[activator] | 59.8%[activator] | -1.0 | · | 9.4 | · | · | · | 5.1

# The final 3 compounds of the part before come first, to join the parts.
Molecule | TrxR1 substrate | TrxR1 inh | TRHR ag | mIDH1 inhibitor | TRHR enhancer | D2 ag | USP1 inh | D2 antagonist | PI4K2A block
O=C(NCCOC(=O)c1c(F)cccc1Cl)c1c(F)cccc1Cl | 1.4% | 18.4% | 0.1 | -9.2% | 3.0 | -1.1 | -23.8% | 3.4 | 1.7
O=C(CN1CCN(S(=O)(=O)c2ccccc2[N+](=O)[O-])CC1)Nc1ccc(N2CCOCC2)cc1 | 7.4% | 26.8% | 0.2 | -6.8% | 6.6 | -0.1 | -20.6% | -2.3 | -0.8
COc1ccc(C(=O)OCC#CCSc2nnc(-c3cccc4ccccc34)o2)cc1 | 69.0%[activator] | 59.8%[activator] | -1.0 | · | 9.4 | · | · | · | 5.1
CCN(CC)CCn1c(NCc2cccc(OC)c2)nc2ccccc21 | 12.1%[57.1 µM] | 24.3%[57.1 µM] | -0.2 | -8.2% | -1.8 | 0.2 | -9.8% | 44.4* | 1.9
CC(=O)Nc1ccc2c(COC(=O)[C@H](C)N3C(=O)C4CCCCC4C3=O)cc(=O)oc2c1 (stereo partly specified) | 614.0%[activator] | -29.6% | 0.9 | -4.6% | 1.7 | 0.7 | 1.2% | -6.7 | -3.3
COc1ccc(C(CNC(=O)c2ccc(S(=O)(=O)N(C)C)cc2)N(C)C)cc1 (stereo unspecified) | 2.1%[57.1 µM] | 3.8%[57.1 µM] | 0.2 | 2.4% | 5.5 | 0.1 | -12.2% | 20.2 | 3.4
COc1cc(/C=C2/C(=N)N3OC(C)=CC3=NC2=O)ccc1OCCOc1ccc(C)cc1 | 8.8%[57.1 µM] | 20.4%[57.1 µM] | · | 1.1% | · | · | 4.4% | · | 6.6
CCC1(c2ccccc2)NC(=O)N(CC(=O)NC2(C#N)CCCCC2)C1=O (stereo unspecified) | 0.6% | 8.7% | -0.8 | -0.8% | 5.0 | -0.2 | -4.7% | 20.9 | 2.3
CCN(CC)S(=O)(=O)c1cc(C(=O)Nc2ccccc2[N+](=O)[O-])ccc1Cl | -4.0% | 6.0% | -0.1 | 1.0% | 3.5 | 1.1 | -18.3% | 0.1 | -0.8
O=C(Nc1cc(F)ccc1F)c1cnn2c(C(F)F)cc(-c3ccccc3)nc12 | -1.1% | 4.5% | 0.8 | 10.9% | 0.0 | 0.7 | -20.5% | · | 0.9
CC1CC(OC(=O)c2ccccc2C(=O)c2ccc(Cl)cc2)C(=O)O1 (stereo unspecified) | 4.4%[57.1 µM] | 2.9%[57.1 µM] | · | 0.0% | · | · | -10.1% | · | -0.2
CCOCCCn1c(=N)c(S(=O)(=O)c2ccccc2)cc2c(=O)n3cc(C)ccc3nc21 | 117.6%&56.0%[activator] | 55.1%&46.7%[activator] | 0.0&0.0 | -4.4%&5.1% | -1.8&4.2 | -0.9&-0.6 | 0.1%&-27.5% | -7.3 | 5.4&-3.8
CCN(CC)C(=O)c1c(-c2ccccc2)oc2ccc(OC)cc12 | 10.2%[57.1 µM] | 19.7%[57.1 µM] | -1.8 | 24.6% | -1.8 | -1.8 | 6.4% | -3.7 | -3.0
COc1ccc(C(=O)NCc2cccnc2)cc1 | 1.8% | 9.3% | -0.6 | 13.1% | 6.7 | 1.7 | -13.2% | -14.3 | -1.0
Cc1cccc(-c2noc(CCCOc3ccc(Cl)cc3Cl)n2)c1 | -1.9% | 14.2% | 1.3 | 2.6% | -2.4 | -0.3 | -9.6% | 10.6 | -6.6
CCOC(=O)c1c(C)[nH]c(CCC(=O)NCc2ccc(N(C)C)cc2)c1C | -3.6%[57.1 µM] | 17.1%[57.1 µM] | -0.4 | -15.0% | 0.1 | -0.5 | ? | · | 0.2
COc1ccc(-c2onc(C)c2C)cc1S(=O)(=O)NC1CCC(C)CC1 (stereo unspecified) | 0.4%[57.1 µM] | 6.5%[57.1 µM] | 0.0 | -7.4% | -4.8 | -0.2 | -9.4% | · | 0.6
Cc1ccc(-c2nnn(CC(=O)NC3CCN(Cc4ccccc4)CC3)n2)cc1 | -6.2% | -7.3% | -1.2 | -6.6% | -10.0 | -0.1 | -8.9% | -5.8 | 6.4
CC(NC(=O)NNC(=O)c1ccncc1)(C(F)(F)F)C(F)(F)F | -0.8%[57.1 µM] | 14.0%[57.1 µM] | 0.1 | 6.2% | 2.1 | 0.1 | -1.1% | -45.1 | 1.4
CCC(C)NC(=O)COc1ccccc1[N+](=O)[O-] (stereo unspecified) | -9.5% | -9.5% | 0.0 | 4.9% | 1.1 | 1.0 | -21.3% | 0.9 | 5.0
Cc1ccccc1OCCOC(=O)c1ccc(S(=O)(=O)N2CCCC2)cc1 | -0.4% | 26.2% | 2.0 | -14.3% | -12.0 | 0.6 | -11.2% | 1.1 | 1.9
CN1CCN(c2c(/C=N/O)c3ccccc3n2C)CC1 | -8.5% | -4.4% | 0.2 | -17.5% | -7.6 | -0.6 | -17.9% | 10.5 | 4.1

# Screening data (PubChem)
